# FBA Mtb inh = inhibitors of M. tuberculosis fructose-bisphosphate aldolase | purified M. tuberculosis FBA, fluorescence read-out | inhibition, % at 1 µM | AID 588726 | 360,000 tested, 2.3% active; in the data active = inhibition above about 27%;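 also: 0% = vehicle and 100% = reference inhibitor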
# FadD28 FP inh = inhibitors of Mycobacterium tuberculosis FadD28 bisubstrate binding; FadD28 bisubstrate probe binding, fluorescence polarization; inhibition, % at 12.5 µM; 360,000 tested, 0.22% active; in the data active = inhibition above about 8.5%, passing the limit was not always enough; inconclusive = no clear call, values can overlap the other calls
# Anthrax LF inh2 = inhibitors of Bacillus anthracis lethal factor protease. AID 588501. inhibition, % at 10 µM. 360,000 tested, 0.12% active. multiplex microsphere protease cleavage assay, LF; also: plate controls were buffer without enzyme for full effect and enzyme alone for no effect
# Target sequence (P15917 whole entry, looked up): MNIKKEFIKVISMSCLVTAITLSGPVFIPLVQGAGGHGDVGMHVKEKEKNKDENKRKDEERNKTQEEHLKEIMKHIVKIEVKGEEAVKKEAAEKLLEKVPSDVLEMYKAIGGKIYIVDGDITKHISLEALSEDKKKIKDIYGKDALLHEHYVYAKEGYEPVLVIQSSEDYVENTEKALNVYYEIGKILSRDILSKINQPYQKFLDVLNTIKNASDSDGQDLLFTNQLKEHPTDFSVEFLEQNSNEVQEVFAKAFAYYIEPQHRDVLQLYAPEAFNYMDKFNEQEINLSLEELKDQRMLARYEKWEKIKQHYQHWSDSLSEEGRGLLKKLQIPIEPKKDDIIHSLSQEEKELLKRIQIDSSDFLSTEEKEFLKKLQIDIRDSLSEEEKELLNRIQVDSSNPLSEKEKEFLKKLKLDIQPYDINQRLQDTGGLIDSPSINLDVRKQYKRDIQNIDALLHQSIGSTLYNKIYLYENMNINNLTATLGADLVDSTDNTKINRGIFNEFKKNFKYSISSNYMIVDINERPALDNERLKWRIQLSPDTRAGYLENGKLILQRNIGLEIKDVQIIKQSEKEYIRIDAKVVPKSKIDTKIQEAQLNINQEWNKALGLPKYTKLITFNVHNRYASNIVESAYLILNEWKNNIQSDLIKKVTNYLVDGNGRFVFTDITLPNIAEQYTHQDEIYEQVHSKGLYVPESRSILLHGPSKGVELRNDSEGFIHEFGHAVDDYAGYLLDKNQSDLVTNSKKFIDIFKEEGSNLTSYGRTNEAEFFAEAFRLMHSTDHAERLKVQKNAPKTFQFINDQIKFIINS
# Mtb BioA inh = inhibitors of Mycobacterium tuberculosis BioA enzyme. purified M. tuberculosis BioA enzyme, plate reader. inhibition, % at 9.99 µM. 360,000 tested, 0.096% active; in the data active = inhibition above about 40%; inconclusive = no clear call, values can overlap the other calls
# BoNT-F LC inh = blocks Botulinum neurotoxin F light chain protease | Multiplex microsphere protease cleavage assay, flow cytometry | inhibition, % at 10 µM | 360,000 tested, 0.22% active | AID 588497; in the data active = inhibition above about 35%, passing the limit was not always enough; inconclusive = no clear call, values can overlap the other calls; also: plate controls were buffer without enzyme for full effect and enzyme alone for no effect
# PfHsp40 rescue = rescue of PfHsp40-mediated yeast toxicity; S. cerevisiae expressing PfHsp40, growth rescue, ATP luminescence; growth rescue, % at 12.5 µM; 340,000 tested, 0.68% active; in the data active = growth rescue above about 28%, passing the limit was not always enough; inconclusive = no clear call, values can overlap the other calls;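 also: yeast W303a lacking pdr1 and pdr3 grown in galactose medium; growth measured after three days at 30 °C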
# GDH-TPI inh = GDH-TPI coupled enzyme inhibition counter-screen. GDH-TPI coupled enzyme counterscreen, NADH absorbance. inhibition, % at 4.8 µM. 360,000 tested, 1.2% active. AID 588335; in the data active = inhibition above about 30%;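 also: 0% = DMSO wells and 100% = wells lacking the enzyme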
# BoNT-A LC inh2 = BoNT A light chain protease inhibition; multiplex microsphere protease substrate cleavage, flow cytometry; inhibition, % at 10 µM; 360,000 tested, 0.17% active; also: plate controls were buffer without enzyme for full effect and enzyme alone for no effect
# UGM FP inh = inhibitors of M. tuberculosis UDP-galactopyranose mutase; P9WIQ1; purified UGM, fluorescence polarization probe displacement; inhibition, % at 10 µM; 320,000 tested, 0.06% active; in the data active = inhibition above about 10%, passing the limit was not always enough; inconclusive = no clear call, values can overlap the other calls
# An asterisk follows results filed as active; ? = inconclusive; . = not tested or not shown; & = joins results of further samples. Rule as the data show it, unless noted: active = inhibition above about 30%; inconclusive = no clear call, values can overlap the other calls; inactive = below that. Hits appear at their usual frequency. About 4.7% of those tested had a hit in this group.
SMILES,FBA Mtb inh,FadD28 FP inh,Anthrax LF inh2,Mtb BioA inh,BoNT-F LC inh,PfHsp40 rescue,GDH-TPI inh,BoNT-A LC inh2,UGM FP inh
COC(=O)c1ccc2c(c1C(=O)OC)CN(S(=O)(=O)C(C)(C)C)[C@@H]2CCO,4,0.3,-3,0.0,0,-1.5,-6,-0.4,.
COc1cc(-c2cn[nH]c2N)cc(OC)c1OC,1,-2.1,1,6.0,-5,-1.5,6,?,-2.3
COc1cccc(/C=C/C(=O)OCC(=O)N2c3ccccc3CC2C)c1 (configuration not stated),15,-4.6,-6,-1.2,-1,.,-3,-0.5,.
COc1cccc(N2CCN(C(=O)Nc3ccccc3Cl)CC2)c1,-3,0.2,-1,-1.6,-4,1.1,2,0.3,2.9
Cc1cc(OCC(O)CN2CCCC2)ccc1C(C)C (configuration not stated),-1,-1.6,-11,-0.5,-16,-1.5,5,-1.2,0.5
CC1=NN(c2ccccc2)C(=O)C1CCC#N (configuration not stated),-4,-4.5,-13,-1.2,2,.,3,-0.4,.
CNc1oc(C)nc1S(=O)(=O)c1ccccc1,-2,-1.3,3,3.7,8,0.1,3,1.2,0.2
COc1ccc(-n2nc3c(c2NC(=O)Cc2cccc(C)c2)CS(=O)C3)cc1 (configuration not stated),2,0.2,-6,-1.1,4,0.4,3,0.0,2.7
CCn1c(CSCc2c(Cl)cccc2Cl)n[nH]c1=S,6,-0.3,0,1.9,-6,-0.1,-7,-0.4,-1.8
C=C(C)COc1ccc(-c2nc(N)ncc2-c2ccc(Br)cc2)c(O)c1,-1,-3.6,-10,-2.3,7,0.5,10,-0.9,-0.2
COc1ccc(-c2cc(C)no2)cc1S(=O)(=O)N1CCCCC1,5,-0.2,-4,1.7,0,0.0,7,-2.2,2.6
S=C(NC1CCCCC1)N1CCn2cccc2C1c1ccncc1 (configuration not stated),0,-1.1,-2,.,0,18,1,-1.3,-0.8
COC(=O)[C@@H](Cc1c[nH]c2ccccc12)NC(=O)c1ccc2c(c1)OCO2,-5,-2.7,19,0.0,?,0.7,0,-1.9,0.8
Cc1nc2ccccc2c(C)c1CC(=O)OC(C)C(=O)NC1(C#N)CCCCC1 (configuration not stated),-3,-1.6,-4,.,-4,-1.0,6,-2.9,2.4
CCCCCCNC(=O)O[C@H]1CN(C(=O)OC(C)C)N(C(=O)OC(C)C)[C@@H]2CN(S(=O)(=O)c3ccc(C)cc3)C[C@]12O,-2,-3.0,-1,-2.3,2,.,9,-0.3,.
COC(=O)c1c(NC(=O)c2ccn(C)n2)sc2c1CCC2,6,.,0,-0.9,-2,0.8,10,-6.3,0.0
CCCCNC(=O)NCC(=O)Nc1ccc(F)c(F)c1,1,-3.1,-1,-2.5,0,-0.8,1,0.0,-2.1
Nc1nc2ccccc2n1S(=O)(=O)c1ccc([N+](=O)[O-])cc1,0,-2.1,-6,0.0,-6,.,-1,0.0,.
COc1ccc(NC(=O)CN(c2ccc(OC)cc2)S(=O)(=O)c2c(C)nn(C)c2C)cc1,0,-1.5,-5,-2.6,2,0.2,8,-1.1,0.8
COC(=O)c1ccc(C)c(NC(=O)COC(=O)C2CC3CCCC(C2)C3=O)c1 (configuration not stated),0,-2.1,-3,0.2,3,-1.7,8,0.5,.
CCOC(=O)CNC(c1ccccc1)c1cc(Br)ccc1NC(C)=O (configuration not stated),0,-0.7,-1,.,0,1.1,5,-0.1,2.0
Cc1cc(C(=O)Nc2ccc(S(=O)(=O)Nc3nccs3)cc2)c(C)o1,-5,-3.3,-2,0.6,-3,-1.4,2,-2.1,2.3
O=C(Nc1ccc(Cl)cn1)c1cc2ccccc2o1,-1,1.2,-2,1.0,-6,2.3,10,-0.3,-1.8
CC(=S)/C=C1\Sc2ccccc2N1C,-5,-4.0,14,-0.4,-23,1.5,-1,23,1.2
O=C(c1cccs1)N1CCCC(c2nc3c(nnn3Cc3ccccc3)c(=O)[nH]2)C1 (configuration not stated),-2,-3.6,9,13,-4,-0.7,1,0.4,1.7
CC(=O)NCCn1c(C)cc2ccccc21,6,-0.1,21,0.8,2,0.0,13,8.4,3.8
C[C@H](O)[C@@H]1C(=O)N2CCc3ccc(-c4ccccc4)cc3[C@@H]2C[C@@H]1N(C)C(=O)Nc1cc(Cl)cc(Cl)c1,-1,-3.5,3,-0.5,-6,0.1,-6,-0.3,.
CC(C)N1CCN(CC2COc3ccccc3O2)CC1 (configuration not stated),1,-2.4,-10,-0.6,-19,-1.0,-5,-0.9,2.5
CCOc1ccc(OCCC(=O)OCC(=O)NC2CC2)cc1,3,-2.0,0,-1.1,-5,0.1,-3,-0.2,0.9
COc1ccccc1NS(=O)(=O)c1cn(C)cn1,0,-0.5,0,-0.6,8,0.0,0,1.6,0.9
Cc1ccc(N2CC(C(=O)OCC(=O)C(C)(C)C)CC2=O)cc1 (configuration not stated),1,-2.7,-4,0.5,-2,-0.3,-3,0.0,4.3
Cc1ccc(C(=O)n2nc(-c3cccnc3)nc2N)cc1,-2,-3.7,-2,-3.6,-6,0.9,-13,-0.9,0.4
Cc1ccc(S(=O)(=O)N(C)C)cc1NC(=O)C1CCCC1,4,-0.9,2,.,-7,-0.6,3,6.3,.
CCCCCOc1ccc(Br)cc1CSC(=N)N,4,-5.8,-4,.,-16,2.1,4,-0.2,.
Cc1ccc(C)c(NCCCCCCCC(=O)O)c1,-3,-4.0,2,1.8,-4,.,.,-1.2,.
O=C(COC(=O)c1ccc(=O)[nH]c1)Nc1cccc(S(=O)(=O)N2CCOCC2)c1,4,-0.3,2,-5.5,2,0.4,10,-0.2,-0.1
COc1ccc(/C=C2/C(=O)N(c3ccccc3)N=C2C)c(OC)c1,2,-0.1,-8,1.8,-23,-0.3,0,-0.1,-0.1
Cc1cc(Cl)cc(Br)c1OCCNCC(C)O (configuration not stated),0,-8.5,-4,0.6,-4,-1.6,-13,0.1,-1.2
COc1cc2c(cc1OC)C(c1cccc(OC)c1OC)CC(=O)N2 (configuration not stated),-2,-2.3,11,-0.7,5,-1.9,-4,0.7,1.9
Cc1ccccc1NC(=O)Nc1nc(C(N)c2ccccc2)cs1 (configuration not stated),-5,-4.7,-8,0.3,-4,.,-3,-0.2,.
Cc1ccc(C)c(NC(=O)CSc2nc3[nH]ncc3c(=O)[nH]2)c1,3,-0.1,-2,.,0,-0.9,-3,0.0,1.0
COc1ccccc1CNC(=O)C1CC2Cn3c(nc4cc5ccccc5cc43)C2N1C (configuration not stated),3,-4.1,-5,3.0,-7,3.0,8,-0.8,0.6
COC(C)(C)[C@@H](O)COc1c2ccoc2cc2oc(=O)ccc12,0,-0.1,-3,-1.2,1,-0.2,12,-0.2,-1.9
Cc1ccc(NC(=O)COC(=O)Cn2ccc(C(F)(F)F)n2)cc1Cl,5,0.1,-3,0.3,-6,1.7,4,-0.1,-0.5
CCOP(=O)(CC(C(C)=O)C(O)c1ccccc1)OCC (configuration not stated),-1,0.1,3,-2.2,0,-1.1,-3,-0.5,1.3
Brc1ccc2ncnc(Nc3ccc(N4CCOCC4)cc3)c2c1,1,-1.2,-37,.,-101,1.3,4,1.3,2.6
CSc1ccc(CN2CCC(C)(Oc3ccc(CC#N)cc3)C2)cc1 (configuration not stated),1,-0.5,-5,-1.2,-6,.,14,-0.7,.
CCc1ccc2[nH]c(=O)c(C(c3nnnn3CCOC)N3CCN(c4ccccc4)CC3)cc2c1 (configuration not stated),3,-2.5,0,0.9,16,0.5,19,2.1,1.9
CC(C)C(=O)N(Nc1nc2ccccc2s1)C(=O)C(C)C,1,-4.5,0,.,-5,-0.1,-10,0.2,-2.3
C[C@H]1CN([C@@H](C)CO)C(=O)CCCn2nncc2CO[C@@H]1CN(C)C(=O)c1ccc(N2CCN(C)CC2)cc1,-1,-2.3,1,0.0&-2.9,0,.,7,-0.3,.

# Taken from above:
# Anthrax LF inh2 result of COc1ccccc1CNC(=O)C1CC2Cn3c(nc4cc5ccccc5cc43)C2N1C (configuration not stated) reads -5
# Anthrax LF inh2 result of CC(C)C(=O)N(Nc1nc2ccccc2s1)C(=O)C(C)C reads 0
# Anthrax LF inh2 result of Cc1ccc(C)c(NC(=O)CSc2nc3[nH]ncc3c(=O)[nH]2)c1 reads -2

# More entries:
SMILES,FBA Mtb inh,FadD28 FP inh,Anthrax LF inh2,Mtb BioA inh,BoNT-F LC inh,PfHsp40 rescue,GDH-TPI inh,BoNT-A LC inh2,UGM FP inh
O=C(NN=Cc1ccccc1C(=O)O)c1ccc(NS(=O)(=O)c2cccs2)cc1,-1,-0.9,4,-0.3,-2,0.0,37*,0.0,2.2
CC(=O)OC[C@@H]1CN(Cc2ccccc2)C[C@H](n2cnc3c(NCC(C)C)ncnc32)O1,-2,-2.1,-6,0.0,0,.,8,-0.3,.
COc1ccc(C(C)NC(=S)NC2CCCC2)cc1OC (configuration not stated),3,-1.8,-2,-0.3,-1,-2.4,1,-0.3,0.5
O=C(Nc1ccccc1)Nc1ccc(F)c([N+](=O)[O-])c1,0,-3.9,-2,.,-8,-3.3,2,-0.5,-1.5
COCCOC(=O)c1c(C)nc(SCC(=O)Nc2ccc(OC)cc2)c(C#N)c1-c1ccco1,-1,-4.9,4,-4.6,?,-0.3,3,0.3,-2.4
Cc1cccc(NC(=O)c2cc(-c3cc(Cl)ccc3O)n[nH]2)c1,1,-0.5,-5,-1.7,5,0.8,1,-0.8,0.8
O=C(Nc1ccccc1)c1ccc(S(=O)(=O)N2CCCCC2)cc1,-1,-5.3,-9,0.9,-14,-0.1,0,-0.6,-0.2
CN1C[C@@H]2C[C@@H](C3=Cc4cc(Cl)ccc4OC3)N3CCC[C@@]23C1=O,-2,0.4,2,3.5,-6,-0.5,3,0.4,1.5
O=C(COC(=O)C1(c2ccccc2)CCCC1)N1CCNC1=O,2,-0.9,0,1.7,7,0.6,16,0.5,0.5
COc1ccc(CCNc2nc(C)cc(C)c2C#N)cc1OC,-1,-2.3,0,0.9,-14,0.1,14,-0.3,4.0
O=C(Nc1ccc(C(F)(F)F)cc1)c1ccc(NC(=O)C2CCCO2)cc1 (configuration not stated),0,-2.5,-1,-0.5,-15,-0.8,5,-1.0,0.1
Cn1c(O)c(C(=N)COc2cccc(Cl)c2)c(=O)n(C)c1=O,2,-2.1,9,-2.8,6,-1.6,-5,0.4,0.1
CC(C)CCC(C(=O)NC(C)c1ccccc1)C(=O)NC(C)c1ccccc1 (configuration not stated),0,0.6,9,-1.2,-3,?,5,-2.8,-0.5
Cc1ccc(S(=O)(=O)c2c(N)n(Cc3ccco3)c3nc4ccccc4nc23)cc1,82*,-1.9,8,-6.8,6,-1.0,31*,3.9,0.3
CC(NCC(=O)Nc1ccccc1C(=O)NC1CC1)c1ccc(S(N)(=O)=O)cc1 (configuration not stated),3,-1.6,-6,0.3,-4,1.1,7,0.4,1.3
O=C(Nc1nc2ccccc2[nH]1)c1ccc(Cl)cc1,-2,0.2,-4,-1.9,-6,4.7,8,-0.1,3.5
COc1cc(C(=O)OCCn2c(=O)c3c(ncn3CCN(C)C)n(C)c2=O)cc(OC)c1OC,1,0.6,-1,-2.0,6,-0.7,5,-0.8,0.3
COc1cc(C)c(CN2CCN(c3ccccc3)CC2)cc1C,17,-1.1,-2,-1.2,-9,-1.3,8,-3.5,-2.7
COC(=O)c1oc2ccccc2c1N,6,-0.9,-4,-2.3,10,-1.5,15,-0.7,4.0
CN(C)Cc1ccccc1Sc1ccccc1Br,-2,-1.2,0,-0.3,-2,-0.9,-1,-0.1,.
